Hsp70 activator: transcriptional activators of Hsp70; HeLa Hsp70 promoter luciferase reporter, luminescence; scaled: vehicle 0, proteasome-inhibitor control 100%; activation, % at 10 µM; 0.04% of 200,000 active;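 active = activation above the mean across all tested compounds plus 3 SD, cutoff set per campaign, cut at about 5.5% in these data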;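 also: 100% = MG132 at 30 µM as the positive control and 0% = DMSO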
FLuc inhib CS: Photinus pyralis luciferase inhibition counter-screen. ATPLite firefly luciferase biochemical luminescence, 10 min. 1.5% of 200,000 active. inhibition, % at 10 µM;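 active = inhibition above about 50% when tested at 10 µM, limit read from the data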
Target sequence (P08659 whole entry, looked up): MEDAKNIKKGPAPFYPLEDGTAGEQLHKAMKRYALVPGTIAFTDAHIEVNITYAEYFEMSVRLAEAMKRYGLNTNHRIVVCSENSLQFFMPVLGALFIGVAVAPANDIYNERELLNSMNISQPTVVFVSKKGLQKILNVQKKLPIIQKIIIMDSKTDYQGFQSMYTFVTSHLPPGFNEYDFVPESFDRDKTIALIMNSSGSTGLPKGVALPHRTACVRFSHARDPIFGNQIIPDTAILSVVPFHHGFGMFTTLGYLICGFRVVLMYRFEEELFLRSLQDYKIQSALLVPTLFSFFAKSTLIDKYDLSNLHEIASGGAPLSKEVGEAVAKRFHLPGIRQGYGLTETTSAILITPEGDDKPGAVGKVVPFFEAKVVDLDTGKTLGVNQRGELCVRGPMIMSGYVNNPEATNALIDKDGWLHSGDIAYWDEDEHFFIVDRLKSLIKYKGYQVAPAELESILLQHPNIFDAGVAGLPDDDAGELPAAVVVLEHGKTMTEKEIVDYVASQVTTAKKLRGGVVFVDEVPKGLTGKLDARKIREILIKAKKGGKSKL
NF-kB expr up: NF-kB expression increase, human neuronal cells. NF-kB reporter expression; active compounds read high. 1.6% of 190,000 active. fold change at 12.5 µM; in the data active = fold change above about 3.3
STAT1 activator: increases IFN-gamma driven STAT1 reporter signal | NIH 3T3 STAT1-luciferase reporter, luminescence; 100% = IFN-gamma alone, no compound | activation (% of control), % at 5.5 µM | 2.6% of 200,000 active | AID 932;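 active = activation above the screen-wide mean activation plus 3 SD, cut at about 130% in these data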;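 also: raw ratio to IFN-gamma control signal so 100% means no change and 0% no light; values of inactives mirror those of a sister screen read the other way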
FLuc act counter: affects firefly luciferase, flagging false hits in luciferase stimulation screens | P08659 | ATPlite luciferase biochemical, luminescence, 10 min; 0 = ATP-free wells, 1 = DMSO control | activation factor at 10 µM | 200,000 tested, under 10 active | AID 1027;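 active = luciferase activation factor, scaled between plate controls, of at least 2 with compound at 10 µM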
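System: luciferase plus luciferin reagent, cell-free; medium: PBS as buffer for the ATP substrate; dosing: test compounds dosed from 2 mM stocks in 100% DMSO; timing: 10 min post-reagent at room temperature; measured by: luminescence measurement of luciferase light output; evaluation: luciferase activation, seen as luminescence increase over controls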
DTT redox prof: compounds producing H2O2 with reducing agent – biochemical, NIH compound library profiling, artefact control for MLSCN library redox annotation, primary screen; DTT-dependent redox cycling H2O2, phenol red/HRP absorbance; 100% = 100 µM peroxide control, 0% = buffer; activation, % at 10 µM; 0.03% of 200,000 active; AID 878;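 active = activation of at least 50% relative to the plate's high and low controls in the primary single-dose screen; inactive = activation below 50%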;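 also: compound incubated with DTT at 0.8 mM final as the reducing agent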
HMGR II inh: inhibitors of class II HMG-CoA reductase from Enterococcus faecalis. purified E. faecalis HMGR, NADPH absorbance 340 nm kinetic. inhibition, % at 10 µM. 0.41% of 190,000 active. AID 1066;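 active = inhibition above a set limit, the median over all tested compounds plus 3 SD, cut at about 9.5% in these data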;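 also: enzyme runs in reverse so mevalonate oxidation gives rising NADPH absorbance; 0% = complete reaction with DMSO and 100% = background rate lacking mevalonate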
APP 5'UTR act: APP 5'UTR luciferase reporter activation | 1% of 190,000 active | SH-SY5Y APP 5'UTR luciferase reporter, luminescence; zero percent = DMSO vehicle wells | AID 1276 | activation, % at 2 µM;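 active = activation above a set limit, based on mean plus 3 SD of controls, cut at about 140% in these data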; also: values of inactives mirror those of a sister screen read the other way
G6PDH counter: inhibits Leuconostoc G6PDH, flagging false hits in G6PDH-based assays; Purified L. mesenteroides G6PDH, diaphorase/resazurin coupled fluorescence, 45 min; inhibition, % at 5 µM; 0.12% of 200,000 active; in the data active = inhibition above about 50%
APP transl inh: APP translation inhibition; SH-SY5Y APP 5'UTR-luciferase reporter, luminescence; inhibition, % at 2 µM; 0.82% of 190,000 active; AID 1285;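 active = inhibition above a set limit, derived from the sample mean plus 3 SD, cut at about 45% in these data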; also: values of inactives mirror those of a sister screen read the other way
* hit, by the source's call.

SMILES	Hsp70 activator	FLuc inhib CS	NF-kB expr up	STAT1 activator	FLuc act counter	DTT redox prof	HMGR II inh	APP 5'UTR act	G6PDH counter	APP transl inh
CCn1c(SCC(=O)NCc2ccccc2)nc2ccccc2c1=O	-0.2	-10	1	90	1.1	0.4	0	0	0	0
Cc1cc(C(C)C)n2c(nc3ccccc32)c1C#N	-0.2	-6	1.6	98	1.1	-2.2	-3	-8	0	8
O=C(O)C1C2C=CC(C2)C1C(=O)Nc1cccc(C(=O)N2CCCCC2)c1 (stereo unspecified)	0.0	-6	1	101	1.1	0.0	-5	-3	12	3
Cn1c(CCNC(=O)c2cccs2)nnc1SCC(=O)Nc1nc(-c2ccccc2)cs1	-0.2	3	1	101	1	1.8	-2	5	-44	-5
Cc1ccc(O)c(N=CC2=C(O)c3ccccc3C2=O)c1	-0.1	32	4.2*	122	0.7	0.2	0	11	9	-11
CCOC(=O)N1CCN(C(=S)NC2CCCC2)CC1	0.3	-7	1.4	103	1.1	14	-8	14	2	-14
COC(=O)C1CC(Cl)CN1c1ncc(C(F)(F)F)cc1Cl (stereo unspecified)	-0.3	-5	1	90	1	-1.7	-3	-4	6	4
O=C(NC12CC3CC(CC(C3)C1)C2)N1CCN(c2ccccn2)CC1	-0.3	-3	0.98	94	1	-2.0	-4	-6	-5	6
CC(C)(C)c1cccc(Oc2nn[nH]n2)c1	-0.1	-5	1.2	103	1	-1.6	-4	11	4	-11
O=C(Cc1c(Cl)cccc1Cl)NC1=NCCS1	-0.1	1	1.1	109	1	-0.1	-3	11	6	-11
CC1CCCCN1S(=O)(=O)c1cccc2cccnc12 (stereo unspecified)	-0.2	-4	1.1	97	1	-1.1	-3	-1	0	1
CN(C)Cc1c(O)ccc2[nH]cnc12	-0.3	-5	1.1	94	1	2.9	-8	12	8	-12
CCOc1ccc(-n2c(=O)c3c4c(sc3n(CC(=O)NCC3CCCO3)c2=O)CCC4)cc1 (stereo unspecified)	-0.2	2	0.98	89	1	0.7	-1	20	19	-20
Cc1cccc(NC(=O)CSc2nc(-c3ccccc3)c(C#N)c(=O)[nH]2)c1C	0.1	-1	1.1	103	1	-7.3	-4	-10	5	10
CCNC(=O)C(Sc1ccccc1)c1ccccc1 (stereo unspecified)	-0.1	-1	1.2	107	1	0.7	-1	10	-1	-10
COC(=O)Nc1[nH]ncc1[N+](=O)[O-]	-0.3	-4	1	98	1	-1.1	1	13	9	-13
COc1ccccc1/C=C/C1C(C(=O)OCC(C)C)=C(C)N=C2SCCC(=O)N21 (stereo unspecified)	-0.1	-8	0.99	95	1.1	-0.9	-3	-9	7	10
COc1ccc2nc3c(cc2c1)c(NC(=O)c1cccs1)nn3CC(C)C	0.3	29	0.44	94	0.7	2.4	0	-43	4	43
CCOc1cccc(C(=O)Nc2ccccc2OC(F)F)c1	0.5	-4	1.4	110	1	0.9	-2	7	14	-7
C/C(=N\NC(=O)c1c(Cl)cnn1C)c1cccc(NC(=O)C(C)C)c1	0.2	-1	1	93	1	-0.1	1	-5	-4	5
C=CCNC(=O)CNS(=O)(=O)c1ccc(F)cc1	-0.1	-5	1.8	104	1	0.5	-4	-4	2	4
Fc1ccc2c(c1)C(c1ccncc1)=NNC(c1ccc(Br)cc1)=N2	0.0	-2	1	100	1	0.6	-1	-2	-16	2
CC(=O)NC(Cc1ccccc1)C(=O)N1CCN(C(=O)c2ccco2)CC1 (stereo unspecified)	-0.3	-6	1.2	97	1.1	1.1	5	1	5	-1
COc1ccccc1C(=O)NC(CCSC)C(=O)OCC(=O)NC(=O)NCc1ccco1 (stereo unspecified)	-0.1	-3	0.94	96	1	2.6	-8	-5	0	5
Cc1cnc(SCCc2ccncc2)nc1C	-0.2	0	1.1	97	1	-2.3	-2	6	-9	-6
COCCCNC(=O)C1CC(=O)N(CCc2ccccc2)C1 (stereo unspecified)	0.1	-6	1.1	99	1.1	0.1	0	2	2	-2
CCOCCCNC(=O)C1CCCN(S(=O)(=O)CC)C1 (stereo unspecified)	-0.4	-6	1	99	1.1	0.5	-2	-5	-10	5
COCCCN1C(=O)c2[nH]nc(-c3ccccc3O)c2C1c1ccc(Cl)cc1 (stereo unspecified)	-0.1	-1	0.65	100	1	0.2	-2	-4	12	4
CCC(CC)C(=O)Nc1cccc(C(=O)c2ccccc2)c1	0.4	0	0.83	96	1	-0.1	-7	10	13	-10
CCCCC(=O)NC(Nc1nc(C2CC2)cs1)(C(=O)OCC)C(F)(F)F (stereo unspecified)	-0.1	-2	0.91	101	1	-0.5	-9	0	6	0
COC(=O)Cc1cc(=O)oc2cc(OC)ccc12	-0.1	2	1.2	108	1	-0.2	4	14	0	-14
CCC(=O)NC(Nc1sc2c(c1C(=O)OC)CCN(C)C2)(C(F)(F)F)C(F)(F)F	0.2	-5	1.1	101	1	-0.6	0	-25	5	25
COCCC(=O)NC12CC3CC(CC(C3)C1)C2	-0.6	-5	1.1	100	1.1	0.8	-4	6	-4	-6
Cc1ccc(S(=O)(=O)c2cccc(S(=O)(=O)N3CCOCC3)c2)cc1S(=O)(=O)N1CCOCC1	0.0	-7	0.94	93	1.1	3.6	-7	20	-1	-20
c1ccc(CCC2CCCCN2Cc2nc(C3CC3)no2)cc1 (stereo unspecified)	0.2	-4	0.93	103	1	-1.0	-7	26	12	-26
Cc1sc2ncnc(NC3CCN(Cc4ccccc4)CC3)c2c1C	0.6	-4	0.98	69	1	-0.6	0	-5	0	4
O=C(c1ccccc1)c1ncc(C(F)(F)F)cc1Cl	0.4	-3	0.98	101	1	-4.4	1	1	34	-2
COC(=O)CN1C(=O)N/C(=C/c2ccccc2OC)C1=O	-0.1	1	1.3	96	1	0.1	-1	-23	5	23
O=c1nc(-c2ccccc2)n(-c2ccccc2)[nH]1	-0.1	-5	0.98	97	1.1	-0.2	0	4	14	-4
COc1ccccc1NS(=O)(=O)c1cc(NC(=O)CCC2CCCC2)ccc1N1CCOCC1	0.0	0	1.1	79	1	-2.6	-6	10	12	-10
Cc1[nH]n(C(N)=S)c(=O)c1N=Nc1ccc(S(=O)(=O)N2CCCCCC2)cc1	-0.1	42	1	104	0.6	0.1	-2	1	7	-1
COc1cc(SC)ccc1C(=O)OCC(=O)NCC(C)C	0.1	-7	1	101	1.1	0.4	-3	14	2	-14
O=C(CCn1c(=O)[nH]c2ccccc2c1=O)Nc1ccccc1	-0.1	-4	1.2	104	1	1.1	3	-4	12	4
N#Cc1ccc(NC(=O)CN2C(=O)NC(Cc3ccccc3)C2=O)cc1 (stereo unspecified)	-0.1	-5	1.2	95	1.1	-0.3	-1	-18	6	18
COc1ccccc1Nc1nc(N)nc(CSc2nccn2C)n1	-0.1	-5	1.3	109	1.1	0.2	-4	8	1	-8
O=C(CN(C(=O)CSc1nnc(COc2ccccc2)o1)c1ccc(F)cc1)NC1CCCC1	-0.2	-2	0.96	103	1	0.2	1	-4	6	4
CCc1cccc(N=c2c([N+](=O)[O-])nn(-c3ccc(Cl)cc3)n2O)c1	-0.3	-3	4.9*	100	1	0.0	-7	10	2	-10
Cc1ccc(S(=O)(=O)N2CCOCC2)cc1NC(=O)COc1ccc(-c2nnco2)cc1	-0.1	4	0.99	96	1	-0.7	-4	-14	-2	14
O=C(Nc1ccccc1OC(F)F)c1ccccc1	0.0	-12	1.2	100	1.1	0.1	0	1	10	-1
O=c1[nH]c(SCc2ccccc2Cl)nc2c1CCC2	-0.6	-5	1.1	103	1.1	0.2	-2	13	-2	-13
Clc1cc2cccnc2c2ccccc12	0.1	-4	1.1	92	1	-0.5	-2	-18	7	18
CN1CC(=O)N(CC(=O)NCc2ccc3c(c2)OCO3)C1=O	-0.2	-6	1.1	95	1.1	0.6	-2	3	2	-3
CCN1C(=O)C(O)(CC(=O)c2c(C)coc2C)c2ccccc21 (stereo unspecified)	0.1	-2	0.87	106	1	0.3	-1	5	13	-5
Cc1ccc(Cn2cc(C(=O)c3ccc(F)cc3)c(=O)c3cc4c(cc32)OCCO4)cc1	0.1	-12	0.38	105	1.1	1.9	-2	11	13	-11
Nc1ccc(-c2nc3ccc(-c4nc5ccccc5o4)cc3[nH]2)cc1	0.3	-4	1.3	121	1	-1.2	-2	41	4	-41
C[C@@]12CC(=O)NC1N(C(=O)c1ccccc1)C(c1ccccc1OC(=O)c1ccccc1)C2 (stereo partly specified)	-0.1	-1	0.84	109	1	0.0	-5	-5	8	5
O=C(c1ccccc1)C1CCc2occc2C1=O (stereo unspecified)	-0.3	-6	1	89	1.1	1.7	3	14	-4	-14
OCCn1c(SC2CCCCC2)nc2ccccc21	-0.1	-12	0.88	95	1.1	0.7	-2	15	1	-15
CCOC(=O)C1=C(CS(=O)(=O)c2ccccc2)NC(=O)NC1c1cccc(OC)c1 (stereo unspecified)	-0.3	-4	1.1	101	1	-0.5	4	9	9	-9
CCN(CC)c1ccc(NC(=O)c2cc(Cl)ccc2OC)cc1	0.0	3	0.8	95	1	-0.4	2	-3	10	3

Shown as a markdown table: 5 of the compounds above.
| compound | Hsp70 activator | FLuc inhib CS | NF-kB expr up | STAT1 activator | FLuc act counter | DTT redox prof | HMGR II inh | APP 5'UTR act | G6PDH counter | APP transl inh |
| --- | --- | --- | --- | --- | --- | --- | --- | --- | --- | --- |
| Cc1ccc(Cn2cc(C(=O)c3ccc(F)cc3)c(=O)c3cc4c(cc32)OCCO4)cc1 | 0.1 | -12 | 0.38 | 105 | 1.1 | 1.9 | -2 | 11 | 13 | -11 |
| Nc1ccc(-c2nc3ccc(-c4nc5ccccc5o4)cc3[nH]2)cc1 | 0.3 | -4 | 1.3 | 121 | 1 | -1.2 | -2 | 41 | 4 | -41 |
| C[C@@]12CC(=O)NC1N(C(=O)c1ccccc1)C(c1ccccc1OC(=O)c1ccccc1)C2 (stereo partly specified) | -0.1 | -1 | 0.84 | 109 | 1 | 0.0 | -5 | -5 | 8 | 5 |
| O=C(c1ccccc1)C1CCc2occc2C1=O (stereo unspecified) | -0.3 | -6 | 1 | 89 | 1.1 | 1.7 | 3 | 14 | -4 | -14 |
| OCCn1c(SC2CCCCC2)nc2ccccc21 | -0.1 | -12 | 0.88 | 95 | 1.1 | 0.7 | -2 | 15 | 1 | -15 |

(list continues)
SMILES	Hsp70 activator	FLuc inhib CS	NF-kB expr up	STAT1 activator	FLuc act counter	DTT redox prof	HMGR II inh	APP 5'UTR act	G6PDH counter	APP transl inh
CC(C)N1CCC(N2CCN(Cc3ccc(-c4ccc(Cl)cc4)o3)CC2CCO)CC1 (stereo unspecified)	0.2	-7	0.81	121	1.1	-1.0	-5	25	7	-25
CC1=C(C(=O)OCc2ccccc2)C(c2ccc(Cl)cc2Cl)NC(=O)N1CCCCCC(=O)O (stereo unspecified)	-0.2	0	1.1	109	1	0.6	-8	-1	12	1
CCCCNCCOCCOc1ccc(F)cc1	-0.3	-4	1.1	100	1	0.1	-11	-3	3	3
C=CCn1c(SCC(=O)NC2CCS(=O)(=O)C2)nc2scc(C3CC3)c2c1=O (stereo unspecified)	-0.2	-7	0.76	96	1.1	3.2	-1	-22	5	22
CNCCCCOc1ccc(C(C)(C)C)cc1Cl	0.8	-5	0.51	102	1.1	-1.0	0	23	2	-23
COc1ccccc1NC(=O)CN(Cc1ccco1)C(=O)c1cc2ccccc2o1	0.0	-6	0.67	102	1.1	-0.1	-9	9	-4	-9
CCOC(=O)C(NC=O)(NC(C)(C)C)C(=O)OCC	-0.3	-7	1.1	104	1.1	-0.1	-1	10	4	-10
O=C(CCN1C(=O)COc2ccccc21)NCCN1CCOCC1	-0.2	-2	1	97	1	0.5	-2	-5	10	5
O=C(c1ccco1)n1nc(-c2ccccc2)nc1SCc1ccccc1	-0.1	-4	1.5	99	1	0.2	-2	50	-2	-50

Bioassay records deposited in PubChem BioAssay by several laboratories.
